# Source: PubChem BioAssay (several laboratories)
# DAT uptake mod: changed human dopamine transporter uptake under cocaine IC80 | Q01959 | LLC-PK1 hDAT cells, [14C]-dopamine uptake with cocaine IC80; actives deviate in either direction | B-score at 10 µM | 1.3% of 110,000 active;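 active means Z score or B-score, a plate-position-corrected score, falls beyond the plate's 99.7% confidence bounds, in either direction; inactive means both scores lie inside the 99.7% bounds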;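 further: scored against the spread of the other compound wells on the same plate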
# Calb biofilm kill: kills Candida albicans biofilms; AID 834; 0.14% of 85,000 active; C. albicans biofilm + clotrimazole, Alamar Blue; inhibition, % at 6 µM;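 active means inhibition above 20%; inactive means inhibition below 20%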;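 further: preformed 24 hr biofilms exposed to compound for 48 hr; 0% = biofilm without compound and 100% = blank killed by clotrimazole plus chlorhexidine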
# CYP2C19 activ: increases human CYP2C19 enzyme activity; P33261; recombinant CYP2C19, luciferin-H EGE luminescence; hits give high values; 0 = fully inhibited enzyme, 1 = untreated enzyme; activation factor at 5 µM; 96,000 tested, under 10 active;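 active means activation factor of at least 2 at 5 µM in the primary screen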;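 further: 0 = wells with 2.5 mM tranylcypromine and 1 = vehicle-only wells; values of inactives mirror those of a sister screen read the other way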
# Target sequence (P33261 whole entry, looked up): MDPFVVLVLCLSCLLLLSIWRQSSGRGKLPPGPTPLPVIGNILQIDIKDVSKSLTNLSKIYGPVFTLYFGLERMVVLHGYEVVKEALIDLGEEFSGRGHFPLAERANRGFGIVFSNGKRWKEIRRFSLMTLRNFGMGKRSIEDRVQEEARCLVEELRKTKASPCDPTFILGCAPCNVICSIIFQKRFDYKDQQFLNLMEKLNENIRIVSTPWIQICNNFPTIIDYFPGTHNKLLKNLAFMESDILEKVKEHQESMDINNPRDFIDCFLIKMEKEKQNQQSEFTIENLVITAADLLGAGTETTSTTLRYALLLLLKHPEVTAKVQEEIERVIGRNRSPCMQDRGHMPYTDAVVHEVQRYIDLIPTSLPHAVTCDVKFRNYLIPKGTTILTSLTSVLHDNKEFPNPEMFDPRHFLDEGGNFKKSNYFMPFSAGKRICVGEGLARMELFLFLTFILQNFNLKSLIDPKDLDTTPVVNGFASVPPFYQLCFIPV
# CYP2C19 inh: blocks human cytochrome P450 2C19; CYP2C19 Supersomes, luciferin-H EGE luminescence, 30 min; inhibition, % at 5 µM; 21% of 96,000 active; AID 778;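 active means CYP2C19 inhibition above a set limit at 5 µM in the primary screen, cut at about 50% in these data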;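 further: plate controls were negative control wells for no effect and 2.5 mM tranylcypromine positive control for full effect; values of inactives mirror those of a sister screen read the other way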
# CYP2C9 act: increases human cytochrome P450 2C9 activity | recombinant CYP2C9, luciferin-H conversion, luminescence; hits give high values; factor 1 = untreated enzyme, 0 = blocked | activation factor at 5 µM | 1.4% of 96,000 active;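 active means activation factor of 2 or more for CYP2C9 at a 5 µM dose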;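 further: 0 = sulfaphenazole-blocked wells and 1 = vehicle-only wells; values of inactives mirror those of a sister screen read the other way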
# Target sequence (P11712 whole entry, looked up): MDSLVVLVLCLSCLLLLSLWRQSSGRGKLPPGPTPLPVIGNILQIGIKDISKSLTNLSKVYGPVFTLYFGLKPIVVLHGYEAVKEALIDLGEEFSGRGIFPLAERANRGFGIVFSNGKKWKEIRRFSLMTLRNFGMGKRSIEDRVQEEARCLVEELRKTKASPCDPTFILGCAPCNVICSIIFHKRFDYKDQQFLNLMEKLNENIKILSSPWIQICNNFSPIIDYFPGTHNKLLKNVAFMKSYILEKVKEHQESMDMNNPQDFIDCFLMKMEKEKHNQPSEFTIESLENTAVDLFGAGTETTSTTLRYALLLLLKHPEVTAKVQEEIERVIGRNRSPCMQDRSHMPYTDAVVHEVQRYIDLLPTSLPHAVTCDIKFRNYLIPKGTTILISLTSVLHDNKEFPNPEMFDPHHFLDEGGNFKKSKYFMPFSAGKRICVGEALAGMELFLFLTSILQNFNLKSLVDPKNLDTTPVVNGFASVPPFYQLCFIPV
# VCAM1 TNFa inh: reduces TNF alpha induced VCAM1 expression in HUVEC; 0.48% of 95,000 active; HUVEC TNFa-induced VCAM-1 immunofluorescence, high-content imaging; inhibition, % at 2 µM; AID 802;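 active means inhibition above the batch mean plus 3 SD, with images confirmed as a hit by eye, cut at about 37% in these data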;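 further: 0% = TNF-stimulated DMSO wells and 100% = unstimulated control wells; not every result past the cut was called active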
# HUVEC tox TNFa: toxic to HUVEC cells under TNF alpha stimulation. HUVEC TNFalpha-stimulated, Hoechst cell count, imaging. cell count reduction, % at 2 µM. 0.17% of 93,000 active. AID 848;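 active means cell count reduction exceeding the screen mean by over 5 SD, scaled to untreated wells per plate, cut at about 78% in these data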;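 further: cells counted after 24 h of TNF alpha exposure following the 1 h pretreatment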
# CYP2C9 inhib: blocks human cytochrome P450 2C9. 20% of 96,000 active. AID 777. inhibition, % at 5 µM. CYP2C9 Supersomes, luciferin-H conversion, luminescence. P11712;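 active means blocking of liver enzyme CYP2C9 beyond about 50% at 5 µM, limit read from the data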; further: values of inactives mirror those of a sister screen read the other way
# IL1B cytotox: toxic to HUVEC cells under IL-1B stimulation | HUVEC cell count loss, Hoechst imaging, IL-1B stimulated | cell count reduction, % at 2 µM | 0.41% of 94,000 active | AID 845;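 active means cell count reduction more than 3 SD above the screen-wide mean, cut at about 70% in these data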;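 further: normalized per plate to untreated control cells as the no-loss baseline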
# Numbers without * were called inactive; / = no result given. Compounds as they come, and some 29% of all compounds hit somewhere here.
cpd	Compound	DAT uptake mod	Calb biofilm kill	CYP2C19 activ	CYP2C19 inh	CYP2C9 act	VCAM1 TNFa inh	HUVEC tox TNFa	CYP2C9 inhib	IL1B cytotox
1	CCCNC(=O)C1CCN(c2ccc(S(=O)(=O)N3CCOCC3)cc2Cl)CC1	-0.39	1	/	/	/	4	-15	/	9
2	Nn1c(SCC(=O)Nc2ccc(F)cc2F)nnc1C1CCCCC1	0.65	7	0.7	31	0.6	6	-31	40	5
3	O=C1c2ccccc2C(=O)N1CCC(c1ccccc1)c1ccco1 (stereo unspecified)	0.93	-1	0.8	23	0.6	0	3	40	3
4	O=C(CCN1C(=O)c2ccccc2C1=O)N(CCO)Cc1ccccc1	-0.091	-2	0.9	8	0.9	-7	2	8	31
5	CCOCc1nnc(NC(=O)c2ccco2)s1	0.6	5	1.1	-8	1.1	13	-2	-9	-19
6	S=C(c1ccc2c(c1)OCO2)N1CCCCCC1	-0.8	5	0	99*	0.5	-1	-7	55*	-2
7	Cc1cccc(OCCN2CSC(=S)N(C)C2)c1	-0.084	1	0.2	79*	0.1	43*	14	88*	-1
8	CCCCOc1ccc(-c2nnn(CC(=O)c3c[nH]c4ccccc34)n2)cc1	1.3	-3	1	-1	0.6	-16	4	40	3
9	COc1ccc(-c2cc(C(=O)Nc3ccc(C)cc3)no2)cc1	0.0038	4	1	-4	0.9	10	-26	14	-23
10	COc1ccc(Cc2nnc(SCC(=O)Nc3nc(C)cs3)o2)cc1	-0.66	/	0.9	7	0.9	6	-10	6	-4
11	COc1ccccc1NC(=O)CSc1nc(C)c2c(c1C#N)CCCC2	-0.2	1	0.8	22	0.8	-19	-2	19	-4
12	Cn1ccc(C(=O)OCC(=O)c2ccccc2)n1	-0.016	7	1	0	0.9	5	-14	7	-15
13	CC(NC(=O)C1CCCC1)c1ccc2c(c1)OCCO2 (stereo unspecified)	-0.14	5	1	3	0.8	7	-9	20	-17
14	N#C/C(=C\c1cc(Cl)cc(Cl)c1O)C(=O)NC1CCCCC1	-0.087	/	1	0	1.2	23	22	-18	-6
15	COc1ccccc1CNS(=O)(=O)c1ccc2[nH]cc(C(=O)O)c(=O)c2c1	-0.7	5	1.1	-7	1.1	14	-18	-6	19
16	COc1cccc2c(=O)cc(C)n(CC(=O)Nc3ccc(C)c(C)c3)c12	-0.67	/	0.8	19	1.2	9	-20	-25	-2
17	COC(=O)n1c(=O)oc2cc(S(=O)(=O)N3CCCCC3)ccc21	-0.46	-3	0.7	35	0.7	18	15	28	21
18	COc1ccc(-n2c(C)c(C(C)=O)c3cc(O)ccc32)cc1	-0.86	/	0.1	90*	0.4	-12	6	61*	-12
19	COc1ccc(N2C(=O)CSC23C(=O)Nc2ccccc23)cc1OC (stereo unspecified)	0.12	6	0.8	25	0.8	4	0	21	5
20	O=C(NCc1ccccc1)NC1CCCCC1	-0.51	9	0.8	22	1	-9	-12	-5	9
21	O=C(O)CC1(CC(=O)Nc2ccc3ccccc3c2)CCCCC1	0.54	-2	0.9	8	0.9	-16	-12	12	-52
22	c1ccc(C(Cc2nc(-c3ccncc3)no2)c2ccccc2)cc1	/	7	0	98*	0.1	-12	-18	90*	-14
23	CCN(CC)CCOC(=O)c1cccc(Br)c1	-0.33	5	1	-2	1.1	15	26	-11	-9
24	Cc1csc(NC(=O)c2ccccc2C(=O)O)n1	0.35	7	1.1	-6	1.2	10	-5	-17	86*

# Random excerpt: three compounds from above
cpd	Compound	DAT uptake mod	Calb biofilm kill	CYP2C19 activ	CYP2C19 inh	CYP2C9 act	VCAM1 TNFa inh	HUVEC tox TNFa	CYP2C9 inhib	IL1B cytotox
24	Cc1csc(NC(=O)c2ccccc2C(=O)O)n1	0.35	7	1.1	-6	1.2	10	-5	-17	86*
18	COc1ccc(-n2c(C)c(C(C)=O)c3cc(O)ccc32)cc1	-0.86	/	0.1	90*	0.4	-12	6	61*	-12
23	CCN(CC)CCOC(=O)c1cccc(Br)c1	-0.33	5	1	-2	1.1	15	26	-11	-9

# (next part)
cpd	Compound	DAT uptake mod	Calb biofilm kill	CYP2C19 activ	CYP2C19 inh	CYP2C9 act	VCAM1 TNFa inh	HUVEC tox TNFa	CYP2C9 inhib	IL1B cytotox
25	C=C(C)COc1ccc(-c2n[nH]c(C)c2Oc2ccccc2OC)c(O)c1	3	9	0.2	81*	0.2	-12	-7	81*	12
26	CC(C)(C)NC(=O)NC(=O)COC(=O)C1=COCCO1	0.11	/	1.1	-5	1	19	1	1	6
27	COc1ccccc1NC(=O)COc1cc(C)nc(C(C)C)n1	0.052	/	1	4	1	-15	0	5	8
28	CCOC(=O)c1ccc(NC(=O)CSc2nnc(CNC(=O)c3c(F)cccc3Cl)o2)cc1	-0.013	8	0.8	24	0.4	0	-15	58*	-1
29	CCCCCCC1CC(CSc2ncn[nH]2)OC1=O (stereo unspecified)	-0.15	7	0.1	91*	0.3	2	-28	67*	4
30	Brc1ccc(OCCOCCOc2cccc3cccnc23)cc1	-0.72	/	/	/	/	0	13	/	3
31	CCOC(=O)C(CC)Sc1nc2c(c(=O)[nH]c(=O)n2C)n1C/C=C(/C)Cl (stereo unspecified)	0.55	7	0.9	8	0.6	3	-16	39	15
32	COc1ccc(C(=O)Nc2ccccc2C(=O)NCc2ccco2)cc1OC	0.7	9	0.8	20	0.6	/	/	36	/
33	CCSc1ccccc1C(=O)Nc1cccc(OC)c1	0.67	5	0.6	41	0.9	9	-14	7	5
34	Cc1nc2c3cc(Cl)ccc3n(CCN3CCCCC3)c2s1	0.66	0	0.6	45	0.7	14	4	28	-74
35	c1ccc(Nc2nc(-c3ccncc3)cs2)nc1	1.9	11	0	99*	0.1	14	-24	93*	-11
36	CCCC(=O)Nn1cnc2c(c1=O)C1(CCCC1)Cc1ccccc1-2	-0.025	-4	0.7	35	0.5	18	-7	49	-46
37	CCOC(=O)Cc1csc(NC(=O)c2cc(OC)cc(OC)c2)n1	0.21	1	/	/	/	8	-11	/	-5
38	CCOc1ccc2cc(C#N)c(SCC(=O)N3CCC(C)CC3)nc2c1	1.7	3	0.8	22	0.4	22	-18	63*	7
39	COc1ccc(NC(=O)NCCCN2CCCC2=O)c(OC)c1	/	5	0.5	54*	0.9	-8	-10	9	5
40	Cc1ccc(C)c(NS(=O)(=O)c2cc(Br)cnc2N)c1	0.019	/	0.4	62*	0.4	15	1	64*	/
41	O=C(Nc1nn[nH]n1)C12CC3CC(CC(C3)C1)C2	0.16	-5	1	3	1	1	1	-2	18
42	Cc1ccccc1NC(=O)C1CCCN1S(=O)(=O)c1cccc2cccnc12 (stereo unspecified)	0.011	12	0.3	67*	0	2	-40	96*	1
43	CCN(CCNC(=O)CN(C)S(=O)(=O)c1cccc2nsnc12)c1ccccc1	1.2	3	0.1	89*	0.4	-1	-16	59*	2
44	O=C(Nc1sc2c(c1C(=O)NC1CCCCC1)CCC2)c1ccco1	1.5	4	1	3	0.5	0	-7	49	3
45	COCCn1nnnc1C(c1ccc(OC)cc1OC)N1CCN(c2ccccc2F)CC1 (stereo unspecified)	0.77	8	0.7	30	0.8	-6	-11	19	-4
46	CCOC(=O)C(C(=O)NCc1ccc(F)cc1)c1ncc(C(F)(F)F)cc1Cl (stereo unspecified)	2.1	/	0.8	22	1	3	12	4	86*
47	NC(=O)c1oc2ccccc2c1NC(=O)CN1CCCCC1	0.61	-7	1	-2	1.4	-6	-2	-38	8
48	CCCOc1ccc(C2/C(=C(\O)c3c(C)[nH]c(C(=O)OC)c3C)C(=O)C(=O)N2CCN(C)C)cc1 (stereo unspecified)	-1.4	7	0.9	12	0.9	11	-19	6	-5
49	COc1cc(S(=O)(=O)Nc2ccccc2C)ccc1Cl	-0.44	0	0	100*	2*	16	-5	-98	-18
50	Cc1cccc2c1N(CC(=O)OC(C)C)C(=O)C2=O	0.046	-6	0.8	15	0.9	9	-9	8	-5
51	O=S(=O)(NCCc1csc(-c2cccnc2)n1)c1cccs1	-0.13	/	0.1	94*	0.3	13	-23	66*	13
52	O=C(CCCSc1nc(-c2ccco2)cc(C(F)(F)F)n1)NCC1CCCO1 (stereo unspecified)	-0.45	9	/	/	/	-16	/	/	-31
53	COc1ccccc1NC1=C(C)C(=O)CC1	-1.9	6	1.1	-9	0.9	7	-29	9	-25
54	CCCC(=O)Nc1c(-c2cccs2)c(=O)c2ccccc2n1C	0.86	4	0.9	8	0.6	9	0	43	-15
55	Clc1ccc(Oc2nc3ccccc3n3cccc23)cc1	0.12	/	0.9	11	0.9	-5	-1	6	-5
56	COc1ccc2c(CC(=O)Nc3ccc(OC)c(NS(=O)(=O)c4ccc(F)cc4)c3)coc2c1	-0.034	2	0.3	72*	0.3	48	/	74*	-12
57	CCc1nc(SCC(=O)c2ccc(Cl)s2)c2oc3ccccc3c2n1	-0.99	14	0.6	42	0.3	2	13	75*	9
58	NC(=O)c1ccccc1N/C=C/C(=O)c1ccccc1	0.29	6	0.3	74*	0.6	-6	-2	45	-20
59	CCOC(=S)N/C(=N\S(=O)(=O)c1ccc(C)cc1)c1ccccc1	0.37	/	0.5	46	0.1	2	-2	91*	-41
60	CCc1nc(C)cn1S(=O)(=O)c1ccc(Cl)c(Cl)c1Cl	/	2	0.1	95*	0.4	-6	18	60*	-31
61	O=C(Cn1nc(C(=O)O)c2ccccc2c1=O)NCCC1=CCCCC1	0.8	7	0.4	58*	0.8	/	/	23	/
62	CCn1c(SC(C)C(=O)NC2CCCc3ccccc32)nnc1-c1cccs1 (stereo unspecified)	0.67	3	0.1	89*	0.1	-7	-6	86*	-13
63	CC(C)CCNC(=O)C1CCC(=O)N1C(C)C (stereo unspecified)	-1.5	6	1.2	-20	1.2	1	-17	-16	7
64	CSc1nncn1/N=C/c1cc(Cl)ccc1F	-0.25	5	0.9	11	0.8	-3	-36	18	22
65	Cc1cc(Cl)cc(Br)c1OCCCCn1cncn1	0.18	6	0	98*	0.3	6	9	73*	32
66	COc1ccccc1N=c1oc2cc(O)ccc2cc1C(N)=O	0.83	/	0.9	9	0.3	-6	1	71*	0
67	CC(C)C(=O)N1CCN(c2nc(-c3ccccc3)c3c(c2C#N)CCCC3)CC1	-0.31	3	0	98*	0.1	7	-10	94*	-2
68	O=C1CC(c2ccccc2)CC(O)=C1C=NC1CCCCCC1 (stereo unspecified)	-0.13	/	0.6	37	0.7	6	-5	25	4
69	Cc1c(NC(=O)c2ccc3ncccc3c2)c(=O)n(-c2ccccc2)n1C	-0.28	7	1	2	0.9	4	-1	10	8
70	O=C(c1ccc(-c2ccccc2)cc1)N1CCCC1	2.8	4	0.9	7	0.9	-4	-28	8	-1
71	Cc1ccc2c(c1)NC(=O)C(CC(=O)O)O2 (stereo unspecified)	-0.47	7	1.1	-13	1.2	15	2	-19	-25
72	COC(=O)c1cc2sc(Cl)cc2n1CC(=O)N1CCCc2ccccc21	-1.1	9	0.2	83*	0.3	-1	-28	73*	-26
73	Cc1cc(NS(=O)(=O)c2ccc(NC(=O)COc3ccccc3Cl)cc2)no1	-1.1	2	1.1	-12	0.9	19	5	7	-21
74	CN(Cc1ccccc1)Cc1c(F)cccc1F	1.1	3	0.5	46	1.1	14	-2	-8	9
75	O=C(Nc1ccc(C2CCCCC2)cc1)C1CCN(c2ncccn2)CC1	-0.42	5	1	-4	1.1	/	/	-14	/
76	Cc1nc(Cl)c(C(=O)NC(=O)Nc2cccc(C(F)(F)F)c2)c(C)c1[N+](=O)[O-]	-0.88	1	/	/	/	0	-31	/	-8
